MITF inh: MITF inhibitors, primary screen, biochemical, AlphaScreen, human. Microphthalmia-associated transcription factor (Homo sapiens), O75030. AlphaScreen MITF homodimerization, bead proximity signal. inhibition, % at 2.6 µM. actives 0.91% (n = 650,000); in the data active = inhibition above about 50%;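 note: 0% = vehicle wells with protein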
Target sequence (O75030 whole entry, looked up): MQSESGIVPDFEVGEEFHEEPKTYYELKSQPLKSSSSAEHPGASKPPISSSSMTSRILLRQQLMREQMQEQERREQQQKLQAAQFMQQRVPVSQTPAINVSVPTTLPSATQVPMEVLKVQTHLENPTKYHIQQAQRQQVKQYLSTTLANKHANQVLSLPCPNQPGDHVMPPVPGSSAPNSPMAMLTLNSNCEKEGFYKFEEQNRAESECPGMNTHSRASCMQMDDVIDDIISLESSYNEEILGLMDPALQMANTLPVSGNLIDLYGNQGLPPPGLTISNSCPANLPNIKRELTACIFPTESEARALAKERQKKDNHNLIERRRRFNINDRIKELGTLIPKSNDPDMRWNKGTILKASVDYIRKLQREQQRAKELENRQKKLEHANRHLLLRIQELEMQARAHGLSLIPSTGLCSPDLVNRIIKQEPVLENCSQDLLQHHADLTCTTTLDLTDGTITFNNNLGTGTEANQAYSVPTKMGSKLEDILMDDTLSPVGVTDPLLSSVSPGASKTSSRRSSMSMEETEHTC
GPR151 activ: activators of human GPR151, primary screen, cell-based, PathHunter beta-arrestin, luminescence. G-protein coupled receptor 151 (Homo sapiens), Q8TDV0. PathHunter beta-arrestin GPR151 cells. activation, % at 11.2 µM. actives 1% (n = 650,000). AID 1508602, 2020; in the data active = activation above about 4.9%;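 note: 0% = median of compound wells and 100% = cells with positive control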
Target sequence (Q8TDV0 whole entry, looked up): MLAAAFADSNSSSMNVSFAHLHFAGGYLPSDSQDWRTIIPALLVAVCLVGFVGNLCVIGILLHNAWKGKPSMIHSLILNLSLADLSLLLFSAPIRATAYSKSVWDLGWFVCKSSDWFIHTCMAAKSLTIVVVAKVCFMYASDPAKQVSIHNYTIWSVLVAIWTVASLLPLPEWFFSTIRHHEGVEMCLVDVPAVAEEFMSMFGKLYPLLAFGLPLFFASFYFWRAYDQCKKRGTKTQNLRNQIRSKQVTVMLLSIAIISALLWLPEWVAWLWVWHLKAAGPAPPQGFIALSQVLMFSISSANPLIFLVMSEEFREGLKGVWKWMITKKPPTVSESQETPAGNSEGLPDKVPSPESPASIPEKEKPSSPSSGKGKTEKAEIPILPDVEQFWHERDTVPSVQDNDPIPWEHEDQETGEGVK
FBW7 activator: FBW7 E3 ligase activators, primary screen, biochemical, AlphaScreen, human; F-box/WD repeat-containing protein 7 (Homo sapiens), Q969H0; AlphaScreen FBW7–phospho-cyclin E peptide binding, activator screen; normalized activity (activation), % at 26.1 µM; actives 0.13% (n = 650,000); in the data active = normalized activity above about 1.9%;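 note: purified mutant Fbw7 with reduced substrate affinity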
TEAD-YAP block: TEAD-YAP interaction inhibition, primary screen, TEAD-YAP interaction inhibitor project, luminescence, HEK-TIYL cells; TEAD-Gal4/YAP UAS-luciferase luminescence; inhibition, % at 9.12 µM; actives 1.4% (n = 640,000); AID 1259422, 2018; in the data active = inhibition above about 32%;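 note: 0% = median of test compound wells and 100% = reference inhibitor wells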
Starred values were filed as active, the others as inactive; nt = no result given.

#1 O=S(=O)(c1ccc(N2CCC(CNc3ncccn3)CC2)cc1)N1CCCC1
#2 CCN(C(=O)Cn1c(C)cc(COC)c(C#N)c1=O)c1ccccc1
#3 C=CCNC(=S)N/N=C(\C)c1ccc2ccccc2c1
#4 CNC(=O)CCCc1nc(-c2cccc(C)c2)no1
#5 COc1cccc(CC2(CO)CCCN(Cc3nc(-c4ccccc4)no3)C2)c1 (stereo not given)
#6 CC(C)n1cnc2c(NCCO)nc(Nc3nc4ccccc4n3C)nc21
#7 Cc1ccc(-c2oc3ccccc3c(=O)c2OCC(N)=O)cc1
#8 O=C(NCc1cccnc1)c1cc(NCc2cccnc2)nc2ccccc12

screen / no.	1	2	3	4	5	6	7	8
MITF inh	-3.9	10.6	10.1	-5.3	5.7	7.0	5.8	-7.8
GPR151 activ	0.7	2.2	0.1	-1.1	-0.3	-2.0	0.1	2.5
FBW7 activator	-0.2	1.0	0.2	-0.1	0.0	-0.1	0.0	0.1
TEAD-YAP block	24.3	6.5	4.3	-2.3	-3.2	0.6	3.8	-0.4

#9 COc1ccc(C2=NC(c3cccnc3)NC(c3ccccc3O)C2)cc1 (stereo not given)
#10 CC(C)N(CCNc1ncnc2c1nc(Nc1cnccn1)n2C(C)C)C(C)C
#11 O=C(CS(=O)(=O)c1ccccc1)Nc1nc(-c2ccccc2)cs1
#12 COc1cc([N+](=O)[O-])ccc1NC(=O)C1CCC(=O)N1S(=O)(=O)c1ccc(C)cc1 (stereo not given)
#13 CCCCOCCCNC(=O)/C=C/c1ccccc1Cl
#14 CC(Cc1cccs1)NC(=O)c1cccc([N+](=O)[O-])c1 (stereo not given)
#15 Cc1nc2cc(N3C(=O)c4ccncc4C3=O)ccc2s1
#16 Cn1ccnc1C1CCCCN1C(=O)c1cc(Cc2ccc(F)cc2)no1 (stereo not given)

screen / no.	9	10	11	12	13	14	15	16
MITF inh	6.2	-6.8	-5.5	-6.7	-38.8	0.1	4.5	-13.3
GPR151 activ	-2.3	0.2	-1.3	1.7	1.2	1.2	0.6	-1.0
FBW7 activator	-0.1	-0.2	0.0	-0.2	0.1	0.1	-0.1	-0.1
TEAD-YAP block	-54.4	7.1	2.5	-7.0	-14.9	-0.9	-2.9	-10.6

#17 CC1(C)Cc2nc3[nH]c(=S)[nH]c(=S)c3cc2CO1
#18 O=C(c1cc(-c2ccccc2O)on1)N1CCN(Cc2ccccc2)CC1
#19 CCS(=O)(=O)c1ccc2c(c1)N(Cc1ccccc1Cl)C(=O)C(C)O2 (stereo not given)
#20 O=C1CC(c2ccccc2)C2=C(CCCC2=O)N1 (stereo not given)
#21 COC(=O)COc1ccc2c(=O)c(Oc3cc(C)ccc3C)coc2c1
#22 Cc1nonc1NC(=O)OC(C)C
#23 COC(=O)CN(c1ccc(Cl)cc1)S(=O)(=O)c1ccc(OC)cc1
#24 COc1ccc(CCNc2ncnc3c2nc(Nc2cccc(N(C)C)c2)n3C(C)C)cc1

screen / no.	17	18	19	20	21	22	23	24
MITF inh	4.9	-10.6	7.8	4.4	13.7	3.8	-5.4	0.4
GPR151 activ	-0.4	-0.3	0.5	-1.7	-1.3	-0.6	-0.9	-3.1
FBW7 activator	-0.4	-0.1	0.6	0.2	-0.1	-0.1	0.1	-0.2
TEAD-YAP block	2.6	-25.6	9.8	6.7	2.4	-12.8	-8.3	-5.8

#25 O=C(NCc1ccccc1)C1C2C=CC3(CN(Cc4cccnc4)C(=O)C13)O2 (stereo not given)
#26 COCc1ccc(CN2CCOc3ccc(C(O)c4ccncc4)cc3C2)o1 (stereo not given)
#27 Cc1ccc([N+](=O)[O-])cc1S(=O)(=O)n1c(C)nc2ccccc21
#28 COc1cccc(C(=O)Nc2nc(-c3ccccc3)cs2)c1
#29 CCOC(=O)N1CCC(NC(=O)c2ccc(NC(=O)C3CCCO3)cc2)CC1 (stereo not given)
#30 CCc1c(C(=O)Nc2ccncc2)csc1C
#31 COc1cc(/C=C2/C(=N)N3C(c4ccccc4)=CSC3=NC2=O)ccc1OCCOc1ccc(C)cc1C
#32 CC(=O)Nc1cccc(-c2nc3cc(Cl)cc(Cl)c3o2)c1

screen / no.	25	26	27	28	29	30	31	32
MITF inh	2.9	7.5	-1.0	-4.4	18.2	6.2	-8.3	3.0
GPR151 activ	-0.4	0.4	1.0	0.4	-0.5	1.7	0.8	0.9
FBW7 activator	0.0	0.1	0.0	-0.1	0.4	0.0	-0.1	0.2
TEAD-YAP block	6.6	1.8	5.6	-43.3	5.5	14.7	-5.9	16.8

4 of the compounds above, with two lines to a compound:
Results follow in this order: MITF inh, GPR151 activ, FBW7 activator, TEAD-YAP block
#2 CCN(C(=O)Cn1c(C)cc(COC)c(C#N)c1=O)c1ccccc1
  10.6, 2.2, 1.0, 6.5
#3 C=CCNC(=S)N/N=C(\C)c1ccc2ccccc2c1
  10.1, 0.1, 0.2, 4.3
#4 CNC(=O)CCCc1nc(-c2cccc(C)c2)no1
  -5.3, -1.1, -0.1, -2.3
#5 COc1cccc(CC2(CO)CCCN(Cc3nc(-c4ccccc4)no3)C2)c1 (stereo not given)
  5.7, -0.3, 0.0, -3.2

Other entries
#33 CC(C)c1ccc(NC(=O)c2cc(S(=O)(=O)N3CCN(c4cccc(Cl)c4)CC3)ccc2F)cc1
#34 CN(Cc1ccccc1)C(=O)C1CCC(CNc2c(N3CCCCC3)c(=O)c2=O)CC1 (stereo not given)
#35 Cc1ccc(CN(C)S(=O)(=O)c2ccc3ccccc3c2)cc1
#36 Cc1sc2ncnc(N3CC(O)CC3C(N)=O)c2c1C (stereo not given)
#37 Cc1cc(OCC(=O)Nc2sc3c(c2C#N)CCC3)cc(C)c1Cl
#38 NC(=O)c1ccc(NC(=O)c2cc3ccccc3cc2O)cc1
#39 CC(=O)N1c2ccccc2NC2=C(C(=O)CC(c3ccco3)C2)C1c1cccs1 (stereo not given)
#40 O=C(CSCC(=O)Nc1ccc2nc(SCC(=O)NC3CCCCC3)sc2c1)Nc1ccc2ccccc2c1

screen / no.	33	34	35	36	37	38	39	40
MITF inh	3.7	3.3	-4.4	4.8	11.4	7.9	14.5	13.8
GPR151 activ	2.0	1.9	2.3	0.5	1.6	0.3	0.3	-0.4
FBW7 activator	0.4	0.0	0.2	0.2	-0.1	-0.1	-0.1	0.5
TEAD-YAP block	-8.2	4.8	9.5	5.9	-8.8	-99.6	-5.3	-3.9

#41 CCOc1ccc(CN2CCN(Cc3ccc(O)cc3)CC2CCO)cc1 (stereo not given)
#42 COc1cc(C(=O)N2CCCC(C(F)(F)F)C2)cc(OC)c1OC (stereo not given)
#43 CC(C)(C)NC(=O)CN(Cc1ccc(Cl)c(Cl)c1)S(=O)(=O)c1ccccc1
#44 COc1ccc(/C=C(/NC(=O)c2ccco2)C(=O)Nc2ccc([N+](=O)[O-])cc2)cc1
#45 COc1ccc(Nc2cc(C)c3cc(NC(=O)c4cnccn4)ccc3n2)cc1
#46 COc1cccc(OCc2nc3ccccc3c(=O)n2N)c1
#47 O=C(NCc1ccco1)C(=O)Nc1ccc(Cl)c(C(F)(F)F)c1
#48 CC(C)Oc1ccc(Br)cc1C(=O)N/N=C/c1ccccn1

screen / no.	41	42	43	44	45	46	47	48
MITF inh	-1.6	46.7	-1.4	8.5	-8.1	7.2	-7.4	-4.3
GPR151 activ	-0.9	-0.2	3.8	-0.2	0.4	-2.0	-0.9	1.7
FBW7 activator	-0.2	0.0	-0.1	0.1	-0.2	-0.2	0.6	-0.1
TEAD-YAP block	2.4	1.5	13.8	0.1	-4.8	-29.6	0.0	15.6

#49 CCCCCOC(=O)C1=C(C)NC2=C(C(=O)CC(C)(C)C2)C1c1ccc(OC(C)=O)cc1 (stereo not given)
#50 O=C(Nc1ccc2oc(-c3cccnc3)nc2c1)c1cccnc1Cl
#51 O=C(COc1ccccc1)NCC(=O)N/N=C/c1ccccc1[N+](=O)[O-]
#52 Cc1nn(C)c(N/N=C/c2ccc(N(C)C)cc2)c1[N+](=O)[O-]
#53 CN(C)c1cccc(Nc2ccnc3c(-c4ccccc4CO)cnn23)c1
#54 CCOC(=O)CSc1nc2c(c(=O)n1Cc1ccco1)C1(CCCCC1)Cc1ccccc1-2
#55 O=C(CCN1C(=O)c2ccccc2C1=O)NNC(=O)c1cccc([N+](=O)[O-])c1
#56 C=Cn1ccc(CC)c1-c1cccs1

screen / no.	49	50	51	52	53	54	55	56
MITF inh	-9.2	16.4	3.4	9.8	-13.5	-7.4	-4.4	-7.8
GPR151 activ	0.4	-0.2	1.1	1.2	-0.7	-0.6	0.9	-0.1
FBW7 activator	0.3	0.2	-0.1	0.2	-0.1	0.1	-0.1	-0.1
TEAD-YAP block	6.8	-39.9	4.7	-4.6	-44.6	-9.8	-1.5	-1.7

#57 O=C(NCc1ccco1)C1CN(Cc2ccccc2)CCN1 (stereo not given)
#58 CCn1c(=O)n(CC(=O)NCCc2ccc(OC)c(OC)c2)c(=O)c2ccccc21
#59 N#C/C(=C\c1ccc(O)c(O)c1)C(=O)NCCCCc1ccccc1
#60 Cc1nnc(C)n1/N=C\c1ccc(F)cc1
#61 Cc1cc(/C=C2\C(=O)NC(=O)N(Cc3ccco3)C2=O)c(C)n1-c1ccccc1F
#62 CN1CCN(C(=O)c2ccc(Nc3nccc(-c4ccccc4)n3)cc2)CC1
#63 COc1ccccc1OCC(=O)N1CCC2(CC1)CC(=O)c1ccccc1O2
#64 Cc1cc(C)c2[nH]c(C)c(CN3CCCC(C)C3)c(=O)c2c1 (stereo not given)

screen / no.	57	58	59	60	61	62	63	64
MITF inh	-10.2	23.4	6.5	0.2	25.8	13.7	-11.8	19.8
GPR151 activ	-2.0	0.2	-1.9	0.6	-0.2	-0.7	-1.4	1.5
FBW7 activator	-0.1	0.2	-0.2	-0.1	-0.4	0.5	0.9	1.1
TEAD-YAP block	3.7	-4.1	nt	-1.7	-4.5	-61.5	-8.3	-1.0

Entries from the list above with a thiophene ring, fused or not:
#14 CC(Cc1cccs1)NC(=O)c1cccc([N+](=O)[O-])c1 (stereo not given)
#30 CCc1c(C(=O)Nc2ccncc2)csc1C
#36 Cc1sc2ncnc(N3CC(O)CC3C(N)=O)c2c1C (stereo not given)
#37 Cc1cc(OCC(=O)Nc2sc3c(c2C#N)CCC3)cc(C)c1Cl
#39 CC(=O)N1c2ccccc2NC2=C(C(=O)CC(c3ccco3)C2)C1c1cccs1 (stereo not given)
#56 C=Cn1ccc(CC)c1-c1cccs1

screen / no.	14	30	36	37	39	56
MITF inh	0.1	6.2	4.8	11.4	14.5	-7.8
GPR151 activ	1.2	1.7	0.5	1.6	0.3	-0.1
FBW7 activator	0.1	0.0	0.2	-0.1	-0.1	-0.1
TEAD-YAP block	-0.9	14.7	5.9	-8.8	-5.3	-1.7

Remaining list, next part:
#65 CCCC1CCC(c2ccc(C(=O)COC(=O)c3ccc(-c4ccc(OC)cc4)cc3)cc2)CC1 (stereo not given)
#66 O=C1C(=O)N(CCO)C(c2cccnc2)/C1=C(/O)c1ccccc1 (stereo not given)
#67 COc1cccc(/C=N/NC(=O)COc2cccc(Cl)c2)c1
#68 CN1C(=O)CCC12CCN(Cc1cccn1-c1ccccn1)CC2
#69 Nc1ncnc(Nc2ccc(F)cc2F)c1[N+](=O)[O-]
#70 O=C(CCCNC(=O)Cn1cnc2sc3c(c2c1=O)CCCC3)NCCCN1CCCCCC1
#71 Cc1ccc2c(c1)=C(c1sc(N3CCOCC3)nc1O)C(=O)N=2
#72 O=C1NCCN(C/C=C/c2ccccc2)C1CC(=O)N1CCCO1 (stereo not given)

screen / no.	65	66	67	68	69	70	71	72
MITF inh	14.8	0.5	1.1	4.2	2.1	0.2	4.1	-2.0
GPR151 activ	-1.1	0.6	-1.3	0.7	1.2	-0.4	4.4	0.4
FBW7 activator	-0.1	0.0	0.2	0.0	-0.1	-0.1	1.0	0.0
TEAD-YAP block	4.5	2.1	3.8	-2.3	4.2	-1.7	-49.7	1.3

#73 O=C(O)CC1(CC(=O)Nc2ccccc2O)CCCC1
#74 CCc1c(C)sc(NC(=O)c2ccccc2F)c1C(=O)OC
#75 Cc1ccc(OCCNc2cc(N3CCN(C)CC3)ccc2[N+](=O)[O-])cc1C
#76 CCCCN1CCCCC1C(=O)Nc1c(C)ccc(S(=O)(=O)N2CCCCC2)c1C (stereo not given)
#77 Nn1cnn2c(SCC(=O)Nc3cnccn3)nnc12
#78 CNC(=O)c1cc2c(=O)n3ccccc3nc2n1C
#79 COCCNC(=O)c1ccc2c(c1)ncn2-c1cccc(F)c1

screen / no.	73	74	75	76	77	78	79
MITF inh	-3.6	8.4	6.0	13.0	-1.2	-6.0	-9.5
GPR151 activ	0.3	1.3	-0.1	-1.0	0.1	-1.1	0.2
FBW7 activator	0.2	0.1	-0.1	0.5	-0.2	-0.2	-0.1
TEAD-YAP block	1.5	6.1	-0.6	12.6	-1.8	-48.0	-10.1

Assay outcomes: PubChem BioAssay, The Scripps Research Institute Molecular Screening Center
